Screens: PubChem BioAssay, National Center for Advancing Translational Sciences (NCATS)
Giardia killer = Small Molecules that selectively kill Giardia lamblia: qHTS. 340,000 compounds, 0.15% hits. AID 540267, 2011. Giardia lamblia trophozoite viability. activity change, % at 7.66 µM, hits read low; in the data active means activity change below about -80%; inconclusive means between about -30% and that limit;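 further: parasites exposed to compound for two days anaerobically before the ATP read; on the % scale 0 is the no-effect control and ±100 the full control effect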
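Trophozoites 100 cells/well + cpd; 48 hrs, 37 deg C, anaerobic. ATPLite 1-Step added, 15-30 min RT, luminescence read (ATP-based viability).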
PKM2 activator = qHTS Assay for Activators of Human Muscle isoform 2 Pyruvate Kinase; purified PKM2, Kinase-Glo ATP luminescence, activation; response scale: 0% is enzyme alone, no compound; Potency, µM (titrated, usually from 57.5 µM), for inactives: at the top dose activation, usual class: activators; 260,000 compounds, 0.34% hits; further: potency means the concentration at half of the fitted maximal effect; on the % scale 0 is the no-effect control and ±100 the full control effect; nearly all actives have a fitted effect of over 55% in size
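Purified hPK-M2 (>95% pure) converted ADP (0.1 mM final) to ATP with 0.5 mM PEP in 50 mM imidazole pH7.2, KCl, MgCl2, Tween 20, BSA; 1 h at room temperature. ATP detected by Kinase-Glo luminescence.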
VP16 counter = VP16 counterscreen qHTS for inhibitors of ROR gamma transcriptional activity. Drosophila S2 Gal4-VP16 UAS-luciferase, luminescence, 20 h. Potency, µM (top dose mostly 53.6 µM), for inactives: at the highest dose activity, negative = inhibition, actives largely listed as inhibitors. 310,000 compounds, 3.5% hits. AID 2546, 2010;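 further: Gal4-VP16 expression switched on by copper sulfate through the metallothionein promoter; potency means the concentration at half of the fitted maximal effect; on the % scale 0 is the no-effect control and ±100 the full control effect; nearly all actives have a fitted effect of over 50% in size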
RORg inh = qHTS for inhibitors of ROR gamma transcriptional activity; Nuclear receptor ROR-gamma (Mus musculus), P51450; Drosophila S2 Gal4-RORgamma UAS-luciferase reporter, 20 h; Potency, µM (top dose mostly 53.6 µM), without a hit: at the highest dose activity change, negative = inhibition, actives largely listed as inhibitors; 310,000 compounds, 5.4% hits; AID 2551, 2010; further: potency means the concentration at half of the fitted maximal effect; on the % scale 0 is the no-effect control and ±100 the full control effect; nearly all actives have a fitted effect of over 60% in size
Target sequence (P51450 whole entry, looked up, the tested form may be a part): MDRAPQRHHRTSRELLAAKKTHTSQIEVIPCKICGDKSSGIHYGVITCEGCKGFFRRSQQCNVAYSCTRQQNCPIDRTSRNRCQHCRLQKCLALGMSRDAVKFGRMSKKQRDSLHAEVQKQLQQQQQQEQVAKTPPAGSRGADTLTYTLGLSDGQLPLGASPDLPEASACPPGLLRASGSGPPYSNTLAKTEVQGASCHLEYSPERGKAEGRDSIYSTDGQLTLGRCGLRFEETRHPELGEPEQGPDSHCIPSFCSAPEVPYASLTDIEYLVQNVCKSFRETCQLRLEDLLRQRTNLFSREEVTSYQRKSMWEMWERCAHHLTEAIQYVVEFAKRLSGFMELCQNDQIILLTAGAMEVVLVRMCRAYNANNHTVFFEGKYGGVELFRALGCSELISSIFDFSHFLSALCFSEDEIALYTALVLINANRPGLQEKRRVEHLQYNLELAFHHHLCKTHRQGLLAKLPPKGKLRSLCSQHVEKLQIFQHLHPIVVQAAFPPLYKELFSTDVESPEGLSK
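Drosophila Schneider cells stably carrying a metallothionein-driven Gal4 DBD–ROR gamma fusion and a UAS-Photinus luciferase reporter were exposed to compound for 1 hr, then induced with copper sulfate (700 uM final) for 20 hr at ambient temperature before luminescence reading.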
BRCA1 expr act = qHTS Assay to Identify Small Molecule Activators of BRCA1 Expression; MCF7-BRCA1-FFLuc reporter, luminescence, 48 h; response scale: scaled: vehicle 0%, 10 µM genistein 100%; Potency, µM (titrated, usually from 46.1 µM), for the others: at the top dose activation, actives largely listed as activators; 380,000 compounds, 1.1% hits; AID 624202, 2012; further: potency means the concentration at half of the fitted maximal effect; nearly all actives have a fitted effect of over 80% in size; some results filed as inactive show a strong effect at the top dose
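Compounds are tested at multiple concentrations on MCF7 BRCA1-luciferase reporter cells seeded at 2000 per well; after 48 h, a single luminescence end-point is taken and curves fitted to the normalized data.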
Menin-MLL TR inh = qHTS Assay for Inhibitors Targeting the Menin-MLL Interaction in MLL Related Leukemias: Competition With Texas Red Labeled MLL-derived Mutant Peptide; Potency, µM (series often up to 61.6 µM), inactives show at the top dose FP activity change, negative = inhibition, actives largely listed as inhibitors; AID 1768, 2009; O00255; Menin + Texas Red MLL mutant peptide, fluorescence polarization; 270,000 compounds, 0.23% hits; active means well fitted inhibition curve with a large enough effect in the polarisation, with a control signal flat, not every such curve was filed as active; inconclusive means small, poorly fitted or top-dose-only effect, or effect the other way, or a change in a side signal; inactive means no such curve, though single readings can be large or run the other way; the % refers to the polarisation; further: potency means the concentration at half of the fitted maximal effect; % of control where 0% means no effect; many of its hits are not listed in these tables
NPC1 prom act = qHTS Assay for NPC1 Promoter Activators | Huh7 NPC1 promoter luciferase reporter, 24 h | Potency, µM (top dose mostly 9.22 µM), without a hit: top-dose activation, actives largely listed as activators | 320,000 compounds, 2.4% hits;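 further: potency means the concentration at half of the fitted maximal effect; % of control where 0% means no effect; nearly all actives have a fitted effect of over 60% in size; reporter is driven by a mutant NPC1 promoter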
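Quantitative HTS used a cell-based reporter: Huh7 cells stably bearing the NPC1 promoter upstream of luciferase were treated with compounds for 24 h, and promoter activation was read as luminescence.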
p53 reactivator = qHTS assay for re-activators of p53 using a Luc reporter; H1299 p53-A138V BP100-luciferase reporter, luminescence, 24 h; Potency, µM (titrated, usually from 92.2 µM), without a hit: top-dose activity change, positive = activation, actives largely listed as activators; 320,000 compounds, 0.063% hits; AID 504706, 2011; further: potency means the concentration at half of the fitted maximal effect; % of control where 0% means no effect; nearly all actives have a fitted effect of over 45% in size
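H1299 (p53-null), stable ts p53-A138V + BP100-Luc; 1000 cells/well, Opti-MEM/10% FBS; cpd 4 pt, 1:5; 24 h, 37 deg C, 5% CO2; detection reagent 10 min RT; luminescence.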
ELG1 genotox = qHTS screen for small molecules that induce genotoxicity in human embryonic kidney (HEK293T) cells expressing luciferase-tagged ELG1. HEK293T ELG1-luciferase reporter, luminescence, 16 h. Potency, µM (top dose mostly 46 µM), without a hit: at the highest dose activity change, positive = activation, hits mostly activators. 330,000 compounds, 1.3% hits; further: potency means the concentration at half of the fitted maximal effect; % of control where 0% means no effect; nearly all actives have a fitted effect of over 60% in size
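Screening used a luciferase reporter fused to human ELG1 in HEK293T cells. Luminescence was read on a CCD plate imager after 16 hr exposure and 30 min ONE-Glo incubation.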
Rab9 promoter act = qHTS Assay for Rab9 Promoter Activators; Huh7 Rab9 promoter-luciferase reporter, luminescence, 24 h; Potency, µM (top dose mostly 9.22 µM), inactives show top-dose activation, negative = inhibition, most hits filed as activators; 320,000 compounds, 2.8% hits; AID 485297, 2010; further: potency means the concentration at half of the fitted maximal effect; % of control where 0% means no effect; nearly all actives have a fitted effect of over 60% in size
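Huh7 reporter line, Rab9 promoter upstream of luciferase. Compound exposure 24 h at 37 °C in reduced-serum medium with 10% FBS. Read-out: luminescence.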
FLuc modulator = qHTS profiling assay for firefly luciferase inhibitor/activator using purifed enzyme and Km concentrations of substrates (counterscreen for miR-21 project); Luciferin 4-monooxygenase (Photinus pyralis), P08659; Potency, µM (series often up to 57.5 µM), without a hit: at the top dose activity change, negative = inhibition, hits mostly inhibitors; purified FLuc, Km substrates, luminescence inhibition; 360,000 compounds, 6.9% hits;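 further: potency means the concentration at half of the fitted maximal effect; plate controls were vehicle for no effect and reference inhibitor for full effect; nearly all actives have a fitted effect of over 55% in size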
Target sequence (P08659 whole entry, looked up): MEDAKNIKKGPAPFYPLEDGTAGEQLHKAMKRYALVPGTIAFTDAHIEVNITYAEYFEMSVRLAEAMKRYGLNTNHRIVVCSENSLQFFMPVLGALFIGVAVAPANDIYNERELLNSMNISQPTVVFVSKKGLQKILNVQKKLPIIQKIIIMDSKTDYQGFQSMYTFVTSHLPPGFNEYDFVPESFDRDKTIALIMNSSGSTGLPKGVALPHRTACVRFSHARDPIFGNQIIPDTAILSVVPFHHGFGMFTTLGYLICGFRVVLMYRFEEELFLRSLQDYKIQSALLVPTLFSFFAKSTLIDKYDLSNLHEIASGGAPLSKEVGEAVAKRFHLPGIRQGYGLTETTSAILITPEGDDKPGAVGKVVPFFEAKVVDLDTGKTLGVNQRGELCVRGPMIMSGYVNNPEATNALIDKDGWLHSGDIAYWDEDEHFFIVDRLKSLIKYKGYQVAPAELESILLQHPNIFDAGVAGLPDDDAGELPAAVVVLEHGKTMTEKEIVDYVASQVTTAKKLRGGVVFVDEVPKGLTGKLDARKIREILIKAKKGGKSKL
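Purified P. pyralis luciferase (10nM final) with 10uM D-luciferin and 10uM ATP (Km levels) in 50mM Tris acetate pH 7.5, 10mM Mg acetate, 0.01% Tween-20, 0.05% BSA; qHTS 6-point titration, ~60 µM downward; luminescence read.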
Starred values were filed as active, the others as inactive; ? = inconclusive; nt = not tested or not shown; [ ] = remark or other dose. Unless noted, the call rests on the fitted dose curve; in most records, active means well fitted curve in the direction sought with a large enough effect; inconclusive means small, poorly fitted or top-dose-only effect, or another doubt; inactive means no such curve, though single readings can be large; an effect the other way counts as inactive or inconclusive. Not all compounds are listed, so the mix of outcomes need not match the whole.

Compound	Giardia killer	PKM2 activator	VP16 counter	RORg inh	BRCA1 expr act	Menin-MLL TR inh	NPC1 prom act	p53 reactivator	ELG1 genotox	Rab9 promoter act	FLuc modulator
C/C(=N\NC(=O)c1csc2ccccc12)c1ccc(O)cc1	-8	-1%	20%	-39%	-8%	14%	5%	10%	0%	-2%	?
COc1ccc2oc(=O)c(/C(N)=N/NC(=O)c3ccncc3)cc2c1	-2	-13%	4%	?	11%	-12%	1%	-5%	0%	2%	1%
CCCCn1c(SCC(=O)NCc2cccs2)nc2c1c(=O)n(C)c(=O)n2C	8	-8%	2%	-29%	-19%	-8%	-4%	1%	0%	8%	2%
COc1ccccc1C(=O)N1c2ccccc2Sc2ccccc21	-11	2%	-6%	?	-77%	1%	1%	24%	1%	0%	1%
CCOC(=O)N1CCC2(CC1)C(C#N)=C(N)OC1=C2C(=O)CCC1	4	-2%	6%	13%	-1%	10%	-2%	5%	4%	-1%	-1%
CCOC(=O)c1ccc(Oc2nc(SC)nc(N(C)C)n2)cc1	-11	4%	4%	1%	-5%	-15%	1%	-5%	3%	-2%	4%
COc1ccc2[nH]c(C(=O)N3CCC(CO)(Cc4cccc(C(F)(F)F)c4)CC3)c(C)c2c1	21	0%	-11%	?	-33%	20%	-1%	nt	-7%	-1%	10%
CCO[C@H]1OC(C(N)=O)=C[C@@H](C2CCCCC2)[C@@H]1CCCO	11	-1%	4%	7%	-4%	3%	-4%	1%	5%	2%	2%
Cc1cc(F)ccc1NC(=O)c1ccc(NS(=O)(=O)c2cc(C(C)(C)C)ccc2C)cc1	13	-2%	4%	19%	-49%	-9%	0%	1%	-1%	-7%	0%
COC(=O)c1ccc(Oc2c(C)oc3c(CN4CCN(C)CC4)c(O)ccc3c2=O)cc1	-22	-1%	-6%	-4%	0%	-8%	-3%	-4%	1%	3%	5%
COc1ccc(NC(=O)c2cc(-c3ccccc3)nc3c2c(C)nn3-c2ccccc2)c(OC)c1	-23	-7%	-19%	-38%	-44%	18%	-10%	-1%	-2%	-1%	-1%
COc1ccc(-c2c(-c3ccc(OC)cc3O)nc(C)nc2C(F)(F)F)cc1	4	nt	-7%	-5%	1%	?	-5%	-1%	1%	2%	-1%
COc1ccc(S(=O)(=O)NCC2CCCN(C(=O)CCSC)C2)cc1 (centres undefined)	-7	-2%	5%	5%	-4%	-1%	0%	14%	-3%	2%	-1%
Cc1ccc(OCCCC(=O)Nc2cc(Cl)ccc2-n2cncn2)cc1	-16	nt	nt	nt	-19%	nt	-1%	-2%	-29%	-3%	-2%
COc1cc(C(=S)N2CCCCC2)ccc1OCC(=O)N1CCCC1	8	0%	-2%	21%	5%	24%	0%	-16%	0%	3%	3%

Whole records from above.
Shown for `CCOC(=O)N1CCC2(CC1)C(C#N)=C(N)OC1=C2C(=O)CCC1` → Giardia killer: 4; PKM2 activator: -2%; VP16 counter: 6%; RORg inh: 13%; BRCA1 expr act: -1%; Menin-MLL TR inh: 10%; NPC1 prom act: -2%; p53 reactivator: 5%; ELG1 genotox: 4%; Rab9 promoter act: -1%; FLuc modulator: -1%
Shown for `COc1ccc(-c2c(-c3ccc(OC)cc3O)nc(C)nc2C(F)(F)F)cc1` → Giardia killer: 4; PKM2 activator: nt; VP16 counter: -7%; RORg inh: -5%; BRCA1 expr act: 1%; Menin-MLL TR inh: ?; NPC1 prom act: -5%; p53 reactivator: -1%; ELG1 genotox: 1%; Rab9 promoter act: 2%; FLuc modulator: -1%

More compounds follow:
Compound	Giardia killer	PKM2 activator	VP16 counter	RORg inh	BRCA1 expr act	Menin-MLL TR inh	NPC1 prom act	p53 reactivator	ELG1 genotox	Rab9 promoter act	FLuc modulator
Cn1c(SCc2cccc([N+](=O)[O-])c2)nc2c(c1=O)SCC2	-8	1%	?	23%	-36%	3%	-10%	1%	-3%	0%	-13%
O=C(Nc1ccccc1)c1cccc(S(=O)(=O)NC2CCCC2)c1	11	-2%	-10%	6%	-21%	nt	-6%	0%	-7%	-8%	2%
COc1cccc2cc(NC(=O)C3CCCCC3)c(=O)oc12	2	-9%	9%	11%	6.3µM*	31%[activator]	3.2µM*	15%	?	1.8µM*	?
Cc1cc(C(=O)OCC(=O)Nc2ccc(F)c(F)c2)c(C)o1	7	-5%	4%	16%	-7%	-2%	1%	1%	4%	-3%	-2%
CN(Cc1ccc(F)cc1)C(=O)COc1ccc2ccccc2c1	15	-1%	0%	16%	1%	8%	-1%	4%	2%	0%	-8%
C=CCN1C(=O)C(C)(C)Nc2ccccc21	14	-3%	7%	6%	9%	11%	-3%	4%	0%	-3%	-1%
O=C(Oc1ccccc1N1C(=O)C2CCCCC2C1=O)c1ccccc1F (centres undefined)	14	-13%	-2%	-7%	-38%	-1%	5%	14%	0%	8%	-4%
O=C(CSCc1nc2scc(-c3cccs3)c2c(=O)[nH]1)Nc1ccccn1	0	14%	-6%	-1%	-15%	nt	-3%	23%	-1%	2%	-1%
O=C(NCc1cccnc1)c1ccc(NC(=O)c2ccc(Br)cc2)cc1	0	7%	-10%	29%	-29%	32%[activator]	-11%	-1%	17%	-23%	-4%
Cc1ccc(NC2=C(NC(=O)c3ccccc3)C(=O)c3ccccc3C2=O)cc1Cl	5	29%	?	?	-81%[inhibitor]	-2%	-4%	?	-6%	-3%	?
O=C(O)C1=C(C(=O)Nc2cccc(C(F)(F)F)c2)CCCC1	-2	-9%	0%	?	-1%	8%	4%	-4%	6%	-4%	-9%
Cc1ccc(OCCC(=O)OCC(=O)Nc2cc(S(=O)(=O)N(C)C)ccc2C)cc1	5	0%	1%	-33%	0%	7%	-5%	1%	2%	-2%	11µM*
COc1ccccc1N=c1oc2cc(O)ccc2cc1C(N)=O	-4	-8%	-23%	?	10µM*	32%[activator]	6%	?	0%	2%	13µM*
CN(C)C(=O)c1ccc(NC(=O)c2cc(-n3cnnc3)ccc2Cl)cc1	-3	-6%	-1%	-10%	1%	-5%	0%	-3%	0%	-4%	0%
O=C(Nc1ccc2snnc2c1)N1CCSCC1	-3	-4%	9%	21%	0%	1%	-11%	1%	4%	-1%	-20%
COc1ccc(-n2nc3cc(C)c(N)c(Br)c3n2)cc1	-22	-10%	-25%	-26%	50%	?	2.8µM*	21%	7.3µM*	1.3µM*	1.1µM*
COc1ccc(-c2noc(CSc3nc4ccccc4c(=O)n3-c3ccccc3)n2)cc1	11	1%	0%	-5%	-49%	-10%	-5%	-4%	-1%	-2%	1%
O=C1CC2(CON=C2c2ccc(F)cc2)C(=O)N1c1ccc(F)cc1 (centres undefined)	3	1%	1%	-17%	3%	16%	-2%	-3%	-1%	-2%	1%
Cc1noc(C)c1COc1cccc(C(=O)N(C)Cc2nc3ccccc3c(=O)[nH]2)c1	3	nt	nt	nt	-14%	nt	-4%	-5%	1%	-5%	7%
COc1ccc(CN2CCCC(C(=O)Nc3cccc(-n4cccn4)c3)C2)c(F)c1 (centres undefined)	11	-3%	1%	-9%	-15%	nt	0%	-12%	-14%	-2%	1%

Quoted at random: 2 records from the list.
Compound	Giardia killer	PKM2 activator	VP16 counter	RORg inh	BRCA1 expr act	Menin-MLL TR inh	NPC1 prom act	p53 reactivator	ELG1 genotox	Rab9 promoter act	FLuc modulator
COc1ccc(-c2noc(CSc3nc4ccccc4c(=O)n3-c3ccccc3)n2)cc1	11	1%	0%	-5%	-49%	-10%	-5%	-4%	-1%	-2%	1%
O=C1CC2(CON=C2c2ccc(F)cc2)C(=O)N1c1ccc(F)cc1 (centres undefined)	3	1%	1%	-17%	3%	16%	-2%	-3%	-1%	-2%	1%
